# High-throughput results deposited in PubChem by several laboratories.
# NF-kB neuron act = NF-kB expression increase, human neuronal cells | NF-kB reporter expression; active compounds read high | fold change at 12.5 µM | actives 1.6% (n = 190,000); in the data active means fold change above about 3.3
# TLR4-MyD88 BLA = inhibitors of human TLR4-MyD88 binding; AID 861; inhibition, % at 8.4 µM; actives 0.18% (n = 200,000); HeLa CL3-4 TLR4/MyD88 BLA complementation, FRET ratio; in the data active means inhibition above about 25%;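 further: 0% = vehicle and 100% = reference inhibitor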
# Target sequence (O00206 whole entry, looked up): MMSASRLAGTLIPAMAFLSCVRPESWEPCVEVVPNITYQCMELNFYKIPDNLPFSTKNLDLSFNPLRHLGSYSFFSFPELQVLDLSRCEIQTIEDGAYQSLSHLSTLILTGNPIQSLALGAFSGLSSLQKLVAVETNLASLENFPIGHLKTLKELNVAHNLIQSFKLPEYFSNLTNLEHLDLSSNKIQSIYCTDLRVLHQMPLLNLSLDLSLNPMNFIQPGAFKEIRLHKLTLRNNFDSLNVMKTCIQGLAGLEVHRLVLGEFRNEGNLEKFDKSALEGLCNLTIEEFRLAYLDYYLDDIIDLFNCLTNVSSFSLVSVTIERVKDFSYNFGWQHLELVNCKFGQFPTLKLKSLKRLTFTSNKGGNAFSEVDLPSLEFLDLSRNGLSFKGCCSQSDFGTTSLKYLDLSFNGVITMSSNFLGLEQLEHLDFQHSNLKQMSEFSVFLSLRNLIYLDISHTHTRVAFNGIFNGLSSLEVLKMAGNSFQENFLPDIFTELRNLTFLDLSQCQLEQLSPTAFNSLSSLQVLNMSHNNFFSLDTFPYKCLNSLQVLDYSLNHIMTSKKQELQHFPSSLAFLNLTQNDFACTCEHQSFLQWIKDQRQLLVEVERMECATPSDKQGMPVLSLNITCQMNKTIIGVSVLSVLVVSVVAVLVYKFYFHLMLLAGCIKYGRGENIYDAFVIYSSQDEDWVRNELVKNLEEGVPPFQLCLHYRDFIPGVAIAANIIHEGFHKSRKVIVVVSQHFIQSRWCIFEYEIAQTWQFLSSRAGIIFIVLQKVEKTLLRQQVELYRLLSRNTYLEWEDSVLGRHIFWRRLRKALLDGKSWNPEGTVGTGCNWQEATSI
# Target sequence (Q99836 whole entry, looked up): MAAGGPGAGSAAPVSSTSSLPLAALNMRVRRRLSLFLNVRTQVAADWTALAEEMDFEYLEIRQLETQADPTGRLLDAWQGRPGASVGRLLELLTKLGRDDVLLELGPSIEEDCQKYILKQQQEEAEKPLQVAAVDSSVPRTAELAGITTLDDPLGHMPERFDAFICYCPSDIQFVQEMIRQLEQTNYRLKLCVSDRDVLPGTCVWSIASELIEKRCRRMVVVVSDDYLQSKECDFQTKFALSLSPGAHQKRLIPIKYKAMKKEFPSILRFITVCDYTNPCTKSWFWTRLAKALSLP
# Efa HMGR inh = blocks class II HMG-CoA reductase of Enterococcus faecalis; AID 1066; inhibition, % at 10 µM; purified E. faecalis HMGR, NADPH absorbance 340 nm kinetic; actives 0.41% (n = 190,000);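 active means inhibition above a set limit, the median over all tested compounds plus 3 SD, cut at about 9.5% in these data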;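 further: enzyme runs in reverse so mevalonate oxidation gives rising NADPH absorbance; 0% = complete reaction with DMSO and 100% = background rate lacking mevalonate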
# APP 5'UTR act = activates APP 5'UTR luciferase reporter. SH-SY5Y APP 5'UTR luciferase reporter, luminescence; zero percent = DMSO vehicle wells. activation, % at 2 µM. actives 1% (n = 190,000);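 active means activation above a set limit, based on mean plus 3 SD of controls, cut at about 140% in these data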; further: values of inactives mirror those of a sister screen read the other way
# Redox H2O2 prof = compounds producing H2O2 with reducing agent – biochemical, NIH compound library profiling, artefact control for MLSCN library redox annotation, primary screen; DTT-dependent redox cycling H2O2, phenol red/HRP absorbance; 100% = 100 µM peroxide control, 0% = buffer; activation, % at 10 µM; actives 0.03% (n = 200,000);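 active means activation of at least 50% relative to the plate's high and low controls in the primary single-dose screen; inactive means activation below 50%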;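 further: compound incubated with DTT at 0.8 mM final as the reducing agent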
# STAT1 inh = STAT1 signaling inhibition | inhibition, % at 5.5 µM | NIH 3T3 STAT1-luciferase reporter, IFN-gamma, luminescence | actives 0.35% (n = 200,000);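 active means inhibition above a set limit, the mean inhibition across all tested compounds plus 3 SD, cut at about 34% in these data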;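 further: 0% = IFN-gamma with DMSO and 100% = IFN-gamma with 300 µM nifuroxazide; values of inactives mirror those of a sister screen read the other way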
# STAT1 activator = increases IFN-gamma driven STAT1 reporter signal | NIH 3T3 STAT1-luciferase reporter, luminescence; 100% = IFN-gamma alone, no compound | activation (% of control), % at 5.5 µM | actives 2.6% (n = 200,000) | AID 932;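 active means activation above the screen-wide mean activation plus 3 SD, cut at about 130% in these data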;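 further: raw ratio to IFN-gamma control signal so 100% means no change and 0% no light; values of inactives mirror those of a sister screen read the other way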
# STAT3 inh = STAT3 signaling inhibition; U3A cells, IL-6 STAT3-luciferase reporter, luminescence; host cell line lacks STAT1; inhibition, % at 5.5 µM; actives 0.89% (n = 190,000); AID 862;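 active means inhibition above the mean inhibition across all screened compounds plus 3 SD, cut at about 44% in these data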;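 further: 0% = DMSO only wells and 100% = 100 µM nifuroxazide control wells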
# Hsp70 act = Hsp70 transcriptional activation, primary screen; HeLa Hsp70 promoter luciferase reporter, luminescence; scaled: vehicle 0, proteasome-inhibitor control 100%; activation, % at 10 µM; actives 0.04% (n = 200,000); AID 1203;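 active means activation above the mean across all tested compounds plus 3 SD, cutoff set per campaign, cut at about 5.5% in these data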;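 further: 100% = MG132 at 30 µM as the positive control and 0% = DMSO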
# STAT3 act = activators of IL-6 induced STAT3 signaling; U3A cells, IL-6 STAT3-luciferase reporter, luminescence; 100% = signal with IL-6 EC80 alone; activation (% of control), % at 5.6 µM; actives 0.91% (n = 190,000); AID 871;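 active means activation above the screen-wide mean of compound activation plus 3 SD, cut at about 130% in these data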;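 further: 0% = background luminescence of wells with medium and substrate only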
#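 Test system: Human STAT1-deficient U3A cells with stable STAT3-luciferase reporter | Also added: Interleukin-6, 33 ng/mL | Timing: Compound pre-incubation 1 h before IL-6, then 6 h stimulation at 37 °C | Technique: Luciferase reporter luminescence | Read-out: Percent of IL-6-only median luminescence | Benchmarks: IL-6-only wells as 100% reference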
# * hit, by the source's call; . = no result given.
SMILES,NF-kB neuron act,TLR4-MyD88 BLA,Efa HMGR inh,APP 5'UTR act,Redox H2O2 prof,STAT1 inh,STAT1 activator,STAT3 inh,Hsp70 act,STAT3 act
CCOC(=O)N1CCN(c2cc(=O)n(-c3cccc(C)c3)c(=O)[nH]2)CC1,0.93,-7,-1,3,-2.5,11,89,10,-0.2,93
COc1ccc(CNC(=O)COC(=O)c2cccnc2Nc2cccc(C(F)(F)F)c2)cc1,1.1,-6,-1,7,0.2,2,99,-5,-0.3,103
COc1ccc(Br)cc1/C=N/n1c(C)nnc1C,1.1,-10,1,-8,2.1,-3,103,8,-0.3,96
O=C(N/C(=C/c1cccs1)C(=O)N1CCOCC1)c1ccco1,1.1,11,0,1,0.0,1,100,0,-0.3,103
O=C(COC(=O)c1ccc(NS(=O)(=O)c2ccc(Br)s2)cc1)NC1CCCC1,1,-16,1,-4,-0.4,1,99,6,-0.2,102
CCc1ccccc1-n1cnc2cc(C(=O)O)ccc21,1.2,4,-1,-3,3.0,-5,104,5,-0.3,98
Cc1ccc(NC(/C=C/N(C)C)=C/C(=O)C(F)(F)F)c(C)c1,1.4,-4,-6,-22,-0.6,4,97,10,0.6,99
COc1ccc(Cn2c(C)cc3c(c2=O)C(c2cccs2)C(C#N)=C(N)O3)cc1OC (configuration not stated),1.2,-6,-5,-1,-1.6,3,97,-23,-0.3,120
Cc1ccc(NC(=O)CSc2nnc(-c3ccco3)o2)c(C)c1,1.2,1,-1,4,-0.4,-3,103,-3,-0.3,104
O=C1ON=C(c2cccc([N+](=O)[O-])c2)/C1=C/c1ccc(O)cc1,1.7,9,-1,-11,-0.5,-3,104,11,0.0,95
CC(C)CCNC1=NCCCCC1,1.3,4,1,22,-0.5,9,92,10,0.4,93
COc1ccccc1-c1coc2cc(OC(=O)/C=C/c3ccccc3)ccc2c1=O,1.2,7,-2,-1,0.3,-4,104,-12,-0.2,111
COc1ccc(C(=O)CC2OC(=O)c3ccccc32)cc1OC (configuration not stated),1.5,1,0,10,-1.4,8,95,-2,-0.1,103
CC(=O)N/C(=C\c1ccc(F)cc1)C(=O)OC(C)C,2.3,0,-8,3,0.0,2,98,8,-0.4,92
O=C(Nc1ccc(S(=O)(=O)NC2CCCC2)cc1)c1cnccn1,1.1,17,-4,-5,-0.3,10,91,13,1.3,92
Cc1ccccc1C(=O)NCCCc1ccccc1,1.6,4,3,15,-0.1,-24,121,-2,0.0,106
Cc1nc2ccccc2n1CC(=O)N/N=C/c1cccs1,1.3,-1,1,-6,-0.8,16,87,2,-0.5,97
Cc1nn(Cc2ccc(C(=O)n3cccn3)o2)c(C)c1Br,0.93,-2,-6,-13,-0.6,1,99,-2,-0.4,103
CCn1c(=O)cc(OCC(=O)N(C)c2ccccc2F)c2ccccc21,1.1,10,-11,15,-2.9,3,97,20,0.1,88
CN(C)c1ccc(NC(=O)CSc2n[nH]c(-c3ccco3)n2)cc1,1.3,-9,-2,25,-2.3,-6,104,9,-0.3,98
CCCCN(CCCC)C(=O)CN(C)S(=O)(=O)c1ccc2c(c1)n(C)c(=O)c(=O)n2C,1.1,-1,0,-13,-0.6,11,90,7,-0.3,97
Nc1nc(-c2ccccc2)[nH]c(=O)c1N,1.2,-4,-2,9,-0.8,9,92,-3,-0.1,107
CCOC(=O)C(C(=O)OCC)C(Nc1ccc(Br)cc1)c1ccccc1 (configuration not stated),1.1,-2,3,4,0.1,23,79,-5,0.1,110
CN(CC1CCCO1)S(=O)(=O)c1ccc(C(=O)NCc2ccccc2)cc1 (configuration not stated),1.1,14,-7,-7,-0.3,2,96,7,-0.2,100
CCOC(=O)n1c(=O)oc2ccc(Cl)cc21,1.1,1,1,8,0.2,-6,105,7,0.9,96

# Entries of single compounds as entered above. Screens in order: NF-kB neuron act	TLR4-MyD88 BLA	Efa HMGR inh	APP 5'UTR act	Redox H2O2 prof	STAT1 inh	STAT1 activator	STAT3 inh	Hsp70 act	STAT3 act
# CCOC(=O)N1CCN(c2cc(=O)n(-c3cccc(C)c3)c(=O)[nH]2)CC1 as listed: 0.93	-7	-1	3	-2.5	11	89	10	-0.2	93
# CCOC(=O)n1c(=O)oc2ccc(Cl)cc21 as listed: 1.1	1	1	8	0.2	-6	105	7	0.9	96

# Next records follow.
SMILES,NF-kB neuron act,TLR4-MyD88 BLA,Efa HMGR inh,APP 5'UTR act,Redox H2O2 prof,STAT1 inh,STAT1 activator,STAT3 inh,Hsp70 act,STAT3 act
CCN1CCN(C(=O)c2ccc3c(c2)N(Cc2ccc(F)cc2)C(=O)c2ccccc2S3=O)CC1 (configuration not stated),1.2,7,-5,5,0.0,3,97,11,-0.4,95
CC1(C)CSC(=NCCc2ccccc2)N1C(=O)c1ccc(C#N)cc1,1,2,-3,17,0.3,-9,108,7,-0.1,94
C=CCn1c(SCC(=O)Nc2cc(C)cc(C)c2)nnc1-c1cnccn1,1.2,-11,-10,10,-1.4,7,93,3,-0.3,99
Cc1cc(NC(=O)c2c([N+](=O)[O-])c(C)nn2C)no1,1.4,2,-2,-13,18,-4,104,9,0.3,94
N#C/C(=C\c1ccc(OC(=O)c2cccs2)cc1)c1nc2ccccc2[nH]1,1.2,-11,4,47,-0.6,1,99,2,-0.1,97
CCOC(=O)c1ccc2[nH]c(C)cc(=O)c2c1,1.3,-4,0,13,3.3,-1,101,18,-0.3,93
CCOc1ccc(-n2c(SCc3cc(=O)oc4cc(C)c(C(C)C)cc34)nnc2-c2cccnc2)cc1,0.68,-2,-4,2,-0.3,1,99,18,-0.2,88
C=CCn1c(N)nc2ccccc21,1.1,10,-2,9,2.9,8,93,3,-0.5,102
NC(=O)CSCc1nc2ccccc2s1,1.1,4,-6,20,0.1,-1,101,-42,-0.5,135*
CCOC(=O)CC(NC(=O)c1ccccc1)c1ccc(OC)cc1 (configuration not stated),1.1,8,0,-3,0.0,-9,107,0,0.0,101
CC(=O)c1ccc(OCCCC(=O)n2nnc3ccccc32)cc1,1.2,-15,3,11,1.6,1,99,8,-0.2,101
NCCCC[C@H](NC(=O)C1CCNCC1)c1nnc([C@@H](N)CO)o1,1.1,-10,-8,-7,0.3,6,96,.,0.1,.
N#C/C(=C/c1ccc(CNS(=O)(=O)c2ccccc2)o1)C(=O)NCc1ccccc1,1.2,-9,-3,12,0.0,2,98,-1,-0.5,99
COc1cccc(CNc2ccc(Br)cn2)c1O,6.3*,-11,-6,152*,2.0,-7,106,29,0.0,77
CC1=C(C#N)C(/C=N/OCc2ccc(Cl)cc2)CC(=O)N1 (configuration not stated),1.2,-4,2,10,-0.4,-3,104,2,-0.1,99
CCCc1nnc(SCC(=O)N2CCCCC2C)n1CCCOC (configuration not stated),0.99,6,3,6,0.0,0,100,-4,0.2,104
CC(=O)c1c(C)[nH]c(C(=O)CSc2nnc(CN3CCCCCC3=O)n2-c2ccccn2)c1C,0.93,6,1,-2,1.7,-1,100,1,-0.1,106
Cc1ccc(N(CC(=O)O)S(C)(=O)=O)cc1,0.97,4,3,4,-1.6,1,99,-1,-0.1,104
Cc1ccc(N2C(=O)c3cccc4c(N5CCN(C)CC5)ccc(c34)C2=O)c2cccnc12,1.5,6,-2,-5,3.8,5,96,18,-0.3,84
COc1ccc(Cc2nnc(SCC(=O)N3CCN(c4ccccc4)CC3)o2)cc1,0.88,-1,2,-8,0.2,2,107,4,-0.1,99
CCN(CC)CCn1c(NC(=O)c2ccc(C(F)(F)F)cc2)nc2ccccc21,1.1,-13,-8,-9,-0.7,-9,106,-5,0.1,107
O=C1OCCC1S(=O)(=O)c1ccc2ccccc2c1 (configuration not stated),1,3,-1,5,3.2,-5,105,0,-0.4,104
CCOC(=O)C1=C(O)CSC1=Nc1ccccc1,1.1,10,-5,-2,-0.1,9,91,7,-0.1,97
COc1ccc(-n2nnc3c(SCC(=O)c4ccccc4)ncnc32)cc1,1.1,13,-1,2,-3.4,8,92,25,0.0,81
COc1cc(/C=C/C(=O)OCC(=O)NCCN2C(=O)CSC2=O)ccc1OC(F)F,1.1,7,-8,5,-0.8,-3,101,-3,-0.1,109
# The list continues.
SMILES,NF-kB neuron act,TLR4-MyD88 BLA,Efa HMGR inh,APP 5'UTR act,Redox H2O2 prof,STAT1 inh,STAT1 activator,STAT3 inh,Hsp70 act,STAT3 act
COc1cc(C(=S)N2CCN(c3ccccc3Cl)CC2)cc(O)c1O,1,5,-1,-8,-1.9,-6,105,9,-0.1,96
COC(=O)[C@@]1(Cc2ccc(F)cc2)[C@H]2c3cc(C(=O)N4CCCC4)n(CCc4ccc(O)c(O)c4)c3C[C@H]2CN1C(=O)c1ccccc1,0.49,-3,-4,-1,1.4,-2,102,-8,-0.3,104
CC(=O)NC1C(=O)SC1(C)C (configuration not stated),1.3,3,-10,1,0.0,-7,107,-7,1.7,110
COc1ccc(C(=O)NCc2ccc(S(N)(=O)=O)cc2)cc1[N+](=O)[O-],0.99,5,-5,-28,-1.4,-1,99,3,-0.2,101
COc1ccc(S(=O)(=O)Nc2ccc(S(=O)(=O)Nc3ccc(F)cc3)cc2)cc1C,0.99,-3,-10,12,0.8,-2,102,1,-0.3,102
COc1ccc(-c2cc(-c3nnc(COC(=O)C4CC4C)o3)c3ccccc3n2)cc1OC (configuration not stated),0.35,-5,-1,-8,1.3,2,98,-1,-0.2,97
O=C(N/C=N/OCc1ccc(Cl)cc1Cl)NOCc1c(Cl)cccc1Cl,1.1,-5,-11,-13,-0.3,6,99,14,-0.3,88
O=C(c1ccc(Cl)cc1)c1cn[nH]c1-c1ccccc1O,1.2,6,0,-5,0.1,-2,102,5,-0.3,101
CC(C)N(C(=O)CSc1nnc(Cn2nnc3ccccc32)n1C)C(C)C,1.1,6,-7,23,0.5,9,92,1,-0.1,100
O=C(NCCN1CCC(Cc2ccccc2)CC1)C1CCN(S(=O)(=O)N2CCC3(CC2)OCCO3)CC1,1.5,-1,-8,-4,0.1,1,98,-2,-0.1,104
O=C(NCCC1=CCCCC1)C1CCN(S(=O)(=O)c2ccc(Br)s2)CC1,1.2,-8,-3,22,-0.5,-4,104,3,-0.2,100
Cc1cc(C(=O)COC(=O)C2=NNC(=O)CC2)c(C)n1-c1ccc(OC(F)F)cc1,1.3,1,-9,-18,-0.2,2,99,15,-0.2,92
C=CCn1c(C)nnc1SCC(=O)c1[nH]c(C)c(C(C)=O)c1C,1.3,-9,5,4,-1.3,8,92,2,0.2,100
C/C(=N\NC(=S)Nc1ccccc1C)c1ccc(O)cc1,0.72,2,4,27,-0.4,5,96,2,0.4,99
COc1cccc(NC(=O)CSCc2n[nH]c(=O)[nH]2)c1,1,-10,1,-3,3.6,-2,102,11,-0.2,95
CS(=O)(=O)N1CCc2cc(-c3csc(NC(=O)Cc4cccs4)n3)ccc21,0.53,-1,-1,0,1.3,4,96,82*,-0.4,36
COc1ccc(C2C(C(N)=O)=C(C)Nc3nc(-c4ccccc4Cl)nn32)c(OC)c1 (configuration not stated),1.3,5,0,23,-1.2,6,95,16,0.0,87
CCN(CC)S(=O)(=O)c1ccc2nc(CSc3nnnn3-c3ccc(O)cc3)[nH]c2c1,0.94,2,-1,-5,1.8,6,95,4,-0.3,103
CCCC(O)(CCC)C(=O)NNc1ccccc1,1.1,-17,-7,-1,0.7,9,92,4,0.0,101
